# Assay outcomes as filed in PubChem BioAssay.
# GAA glycogen mod – GAA glycogen-cleavage inhibition or activation | P10253 | hit rate 0.38% among 300,000 | recombinant GAA, glycogen substrate, Amplex Red glucose oxidase fluorescence | Potency, µM (titrated, usually from 76.4 µM), for the others: at the top dose activity change, negative = inhibition, most hits filed as inhibitors;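 also: 0% = full enzyme reaction and -100% = no-enzyme basal signal; the screen sought inhibitors and activators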
#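 Natural-substrate format: glycogen cleavage by 4 nM human enzyme, glucose read by Amplex Red coupling (Ex 573, Em 610 nm). Normalized to enzyme and no-enzyme controls.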
# Tau fluor cs – counter-screen for tau fibril formation inhibitors; tau K18 P301L Alexa594 fluorescence, heparin fibrillization; Potency, µM (titrated, usually from 57.7 µM), for inactives: at the highest dose activity change, negative = decrease; hit rate 0.93% among 280,000; also: % is scaled to controls: 0 for no effect and ±100 for the full control effect; nearly all actives have a fitted effect of over 55% in size
#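 Human tau K18 P301L (15 uM unlabeled, 0.24 uM Alexa 594-labeled) in 100 mM sodium acetate pH 7 with 20 uM heparin, 6 hr at 37 C. ThT 30 uM added, 1 hr ambient; Alexa 594 FP and total fluorescence read at 555/632 nm.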
# ALDH1A1 block – ALDH1A1 (human) enzyme inhibition | Purified ALDH1A1, NADH fluorescence, propionaldehyde substrate | Potency, µM (highest dose often 75.3 µM), without a hit: top-dose activity, negative = inhibition, usual class: inhibitors | hit rate 7.3% among 220,000; active = well fitted inhibition curve with a large enough effect, not every such curve was filed as active; inconclusive = small, poorly fitted or top-dose-only effect, or another doubt; inactive = no such curve, though single readings can be large or run the other way;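 also: plate controls were no enzyme wells and a reference inhibitor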
# Target sequence (P00352 whole entry, looked up): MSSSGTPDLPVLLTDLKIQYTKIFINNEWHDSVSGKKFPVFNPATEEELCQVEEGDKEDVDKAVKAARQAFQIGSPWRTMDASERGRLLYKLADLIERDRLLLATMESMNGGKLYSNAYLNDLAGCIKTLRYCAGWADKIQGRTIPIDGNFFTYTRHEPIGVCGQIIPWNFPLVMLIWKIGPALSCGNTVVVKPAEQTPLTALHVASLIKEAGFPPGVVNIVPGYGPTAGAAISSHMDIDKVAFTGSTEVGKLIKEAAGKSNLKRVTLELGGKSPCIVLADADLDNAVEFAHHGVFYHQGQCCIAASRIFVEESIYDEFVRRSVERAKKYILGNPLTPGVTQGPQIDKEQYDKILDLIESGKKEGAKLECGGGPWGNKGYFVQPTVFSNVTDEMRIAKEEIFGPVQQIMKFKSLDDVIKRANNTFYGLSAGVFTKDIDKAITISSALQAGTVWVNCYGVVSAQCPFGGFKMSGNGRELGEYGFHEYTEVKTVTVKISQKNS
# aGal spleen mod – inhibits or activates alpha-galactosidase in human spleen homogenate | P06280 | hit rate 0.008% among 240,000 | human spleen homogenate, 4MU-alpha-Gal fluorescence, 40 min | Potency, µM (series often up to 80 µM), for the others: at the top dose activity change, negative = inhibition, hits mostly inhibitors;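 also: 0% = enzyme with vehicle and -100% = no enzyme basal signal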
#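 Inhibition or activation of alpha-galactosidase in human spleen homogenate is scored by 4-MU fluorescence after 40 min at 37C, pH 5.0, with 1 mM substrate. AC50s come from concentration-response fitted to the Hill equation.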
# GAA inhib – inhibitors of human lysosomal alpha-glucosidase; purified human GAA, 4-MU-alpha-glucoside fluorescence; Potency, µM (doses to about 76.9 µM), without a hit: at the top dose activity change, negative = inhibition, hits mostly inhibitors; hit rate 0.005% among 200,000; AID 1466;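 also: plate controls were uninhibited enzyme wells for no effect and no-enzyme background for full effect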
#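 Activity normalized between no-enzyme (basal) and enzyme-only wells. Conditions: 4 nM human enzyme, 400 uM fluorogenic substrate, citrate/phosphate pH 5.0 with Tween-20, 20 min room temperature, compounds up to 77 uM.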
# Epigenetic reg – epigenetic control regulation, reporter derepression. Potency, µM (highest dose often 53.9 µM), without a hit: at the highest dose GFP activation, hits mostly activators. murine LDR cells, GFP reporter derepression, 30 h. hit rate 0.2% among 280,000; also: % of control where 0% means no effect; nearly all actives have a fitted effect of over 60% in size
#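 Readout is the number of GFP-expressing murine LDR cells, counted by cytometry following washing. Cells were treated with compound for 30 h at 37 C; the stably integrated CMV-GFP locus is normally silent.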
# NPSR antagonist – neuropeptide S receptor (human) antagonism, cAMP. Q6W5P4. CHO-NPSR cells, cAMP TR-FRET, antagonist mode. Potency, µM (doses to about 38.3 µM), without a hit: at the top dose activity change, negative = inhibition, usual class: inhibitors. hit rate 1% among 220,000. AID 1461; also: % is scaled to controls: 0 for no effect and ±100 for the full control effect; nearly all actives have a fitted effect of over 50% in size; many of its hits are not listed in these tables
# Target sequence (Q6W5P4 whole entry, looked up): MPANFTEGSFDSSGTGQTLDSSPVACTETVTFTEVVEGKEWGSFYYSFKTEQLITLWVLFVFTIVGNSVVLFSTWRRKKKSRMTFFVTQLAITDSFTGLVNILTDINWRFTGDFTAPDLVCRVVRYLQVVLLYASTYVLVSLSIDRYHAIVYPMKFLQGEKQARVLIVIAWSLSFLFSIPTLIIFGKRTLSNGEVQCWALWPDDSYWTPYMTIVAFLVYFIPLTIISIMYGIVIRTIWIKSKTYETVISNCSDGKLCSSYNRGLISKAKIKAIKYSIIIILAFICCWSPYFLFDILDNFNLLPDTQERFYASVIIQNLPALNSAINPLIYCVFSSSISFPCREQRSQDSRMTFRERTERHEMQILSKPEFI
# GAA spleen mod – lysosomal alpha-glucosidase (human) modulation; P10253; human spleen homogenate, 4-MU-alpha-glucoside fluorescence; Potency, µM (doses to about 79.9 µM), for inactives: top-dose activity change, negative = inhibition, hits mostly inhibitors; hit rate 0.006% among 240,000; AID 2112;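 also: 0% = enzyme with vehicle and -100% = no enzyme basal signal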
#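 AC50 values come from Hill-equation fits of concentration-response data, normalized to no-enzyme and full-activity controls. Enzyme source: 1 ug human spleen homogenate; 1 mM fluorogenic 4-MU glucoside, pH 5.0 citrate buffer, 37 C, 40 min.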
# The depositor's hits bear a star; ? = inconclusive; . = not tested or not shown; & = joins results of further samples; [ ] = remark or other dose. Unless noted, calls follow the shape of the dose curve; as a rule, active = well fitted curve in the direction sought with a large enough effect; inconclusive = small, poorly fitted or top-dose-only effect, or another doubt; inactive = no such curve, though single readings can be large; an effect the other way counts as inactive or inconclusive. Potency is read from the fitted curve at half-maximal effect.
SMILES,GAA glycogen mod,Tau fluor cs,ALDH1A1 block,aGal spleen mod,GAA inhib,Epigenetic reg,NPSR antagonist,GAA spleen mod
C=CCOc1ccc2c(c1)c(=O)cc(C(=O)O)n2CC,-13%,3%,-9%,1%,-3%,1.1%,-21%,4%
Cc1cc(C(=O)Cn2nc(C(=O)O)c3ccccc3c2=O)c(C)n1-c1ccc(F)cc1,-5%,-6%,-5%,-3%,-12%,-1.9%,8%,-2%
COc1ccc(CCn2c(SCC(=O)Nc3cc(C)on3)nc3ccccc3c2=O)cc1OC,5%,-13%,3%,-6%,3%,-1.1%,-1%[46.1 µM],-7%
CCOc1ccc(-n2c(C)cc(/C=N/N(C)C)c2C)cc1,16%,-14%,?,3%,3%,-0.3%,-18%,-7%
CCOC(=O)c1[nH]cnc1C(=O)Nc1cccc(OC)c1,2%,18%,.,3%,.,-1.0%&1.7%,-3%,-1%
CCNC(=O)Oc1ccc[nH]c1=O,?,-12%,.,-3%,.,3.0%,-27%,1%
Cc1cc(C)n(C(=O)c2ccc(S(=O)(=O)N3CCOCC3)cc2)n1,-3%,-7%,2%,-1%,-8%,0.0%,0%[46.1 µM],-4%
Cc1c(C(=O)N2CC3(CC(c4cccc(NC(=O)CC(c5ccccc5)c5ccccc5)c4)=NO3)C[C@@H]2C(N)=O)cc([N+](=O)[O-])cc1[N+](=O)[O-] (some centres not stated),-1%,?,.,5%,.,2.1%,14%,5%
O=S(=O)(Nc1nc2ccccc2nc1-[n+]1cccc(N=C([O-])c2ccccc2Cl)c1)c1ccccc1,-2%,-17%,?,3%,6%,-0.3%,60%,-1%
CC1CCc2nc(NC(=O)CCSc3ccccc3)sc2C1 (configuration not stated),-2%,-5%,0%,-5%,1%,-0.8%,?,-2%
Fc1ccc(-c2csc(NC3=NCCC3)n2)cc1,5%,0%,-8%,-3%,2%,-0.4%,1%,-2%
COc1cccc2c1OCC/C2=N\NC(=O)C(C)Oc1ccc([N+](=O)[O-])cc1 (configuration not stated),-7%,-18%,?,-8%,-9%,0.0%,19%,-14%
O=C(Cc1ccc([N+](=O)[O-])cc1)Nc1ccc(Cl)cc1,-1%,-24%,?,0%,-9%,0.9%,-19%,-5%
O=C(CSc1nnc(-c2ccco2)o1)NC1CCCCC1,-17%,-3%,12%,-6%,-2%,-9.8%,-8%[46.1 µM],0%
O=C(O)CC1S/C(=N\N=C2CCCCCC2)N(c2ccccc2)C1=O (configuration not stated),-5%,-1%,.,4%,.,0.1%,-5%,-4%
CCOc1ccc(NC(=O)CSc2nnc(-c3ccoc3C)n2CC2CCCO2)cc1 (configuration not stated),1%,-1%,-8%,2%,-6%,0.0%,6%,3%
COC(=O)c1nc(-c2ccccc2)oc1N(C)C,-10%,-2%,?,3%,6%,0.0%,-3%[46.1 µM],-3%
Cn1c(SCC(=O)NCc2cccs2)nnc1-c1ccc(S(=O)(=O)N2CCCC2)cc1,-2%,-7%,-7%,2%,?,-6.1%,-8%[46.1 µM],2%
O=[N+]([O-])c1ccc(N2CCN(S(=O)(=O)c3ccccc3)CC2)cc1NCC1CCCO1 (configuration not stated),6%,-30%,0%,1%,?,1.3%,-10%[46.1 µM],-8%
Fc1cccc(-c2cc3nc4c(c(NCc5ccco5)n3n2)CCCC4)c1,-18%,-28%,-12%,1%,-3%,0.0%,?,1%

# Six of the compounds above, with two lines to a compound:
# Each structure is followed by: GAA glycogen mod | Tau fluor cs | ALDH1A1 block | aGal spleen mod | GAA inhib | Epigenetic reg | NPSR antagonist | GAA spleen mod
> CC1CCc2nc(NC(=O)CCSc3ccccc3)sc2C1 (configuration not stated)
→ -2% | -5% | 0% | -5% | 1% | -0.8% | ? | -2%
> Fc1ccc(-c2csc(NC3=NCCC3)n2)cc1
→ 5% | 0% | -8% | -3% | 2% | -0.4% | 1% | -2%
> COc1cccc2c1OCC/C2=N\NC(=O)C(C)Oc1ccc([N+](=O)[O-])cc1 (configuration not stated)
→ -7% | -18% | ? | -8% | -9% | 0.0% | 19% | -14%
> O=C(Cc1ccc([N+](=O)[O-])cc1)Nc1ccc(Cl)cc1
→ -1% | -24% | ? | 0% | -9% | 0.9% | -19% | -5%
> O=C(CSc1nnc(-c2ccco2)o1)NC1CCCCC1
→ -17% | -3% | 12% | -6% | -2% | -9.8% | -8%[46.1 µM] | 0%
> O=C(O)CC1S/C(=N\N=C2CCCCCC2)N(c2ccccc2)C1=O (configuration not stated)
→ -5% | -1% | . | 4% | . | 0.1% | -5% | -4%

# Other records follow:
SMILES,GAA glycogen mod,Tau fluor cs,ALDH1A1 block,aGal spleen mod,GAA inhib,Epigenetic reg,NPSR antagonist,GAA spleen mod
O=c1cc(CSc2nc3cc(Cl)ccc3o2)nc2sccn12,3%,-7%,9%,6%,-6%,-1.5%,-25%[46.1 µM],-1%
CCOC(=O)C1=C(c2ccccc2)NC(=S)NC1c1ccc(Cl)cc1 (configuration not stated),-5%,-16%,.,4%,.,4.4%,-59%,-5%
CCN(CC(=O)NCc1ccc(F)cc1)Cc1nc2ccccc2c(=O)[nH]1,-1%,1%,?,-15%,-2%,0.5%,-3%[46.1 µM],-4%
CC12CCC(c3c1nc1ccccc1[n+]3[O-])C2(C)C (configuration not stated),-7%,1%,?,-4%,?,0.9%,8%,2%
Cc1cccc(C2c3[nH]c4ccccc4c3CCN2C(=O)c2cc(-c3cccn3C)n[nH]2)n1 (configuration not stated),-10%,-27%,-7%,3%,-2%,0.9%,45%,-1%
CN1CCN(c2oc(-c3ccco3)nc2S(=O)(=O)c2ccccc2)CC1,-2%,-5%,28µM*,4%,2%,1.6%,10%[7.67 µM],10%
Cc1ccc(S(=O)(=O)N2CCN(CC(O)c3ccccc3)CC2)cc1C (configuration not stated),-2%,-11%,-9%,8%,-6%,1.3%,6%,5%
N=c1ncn(CC(O)CO)c2nc(N3CCOCC3)[nH]c12 (configuration not stated),4%,-4%,3%,6%,-1%,0.0%,-15%[46.1 µM],-4%
C/C(N)=C(/C#N)C(=O)COC(=O)c1cc(C)n(-c2ccc(F)cc2)c1C,-12%,-29%,13µM*,6%,-6%,?,-13%[46.1 µM],1%
CCOc1ccc(N2CC(C(=O)NCc3cccc(C)c3)CC2=O)cc1 (configuration not stated),-3%,-6%,?,-13%,-1%,-1.5%,-7%[46.1 µM],-5%
C1=C(CCNc2ncnc3nc[nH]c23)CCCC1,-7%,-9%,?,2%,-5%,-1.0%,10%,7%
O=C(c1cc2c(s1)CCCC2)N1CCN(S(=O)(=O)c2ccccc2C(F)(F)F)CC1,-3%,-8%,?,4%,-6%,0.9%,-22%,2%
Cc1cc(C(F)(F)F)cc(NNC(=O)NC(=O)c2c(F)cccc2Cl)n1,?,-1%,4%,4%,-8%,0.5%,9%,5%
NC(=O)CS(=O)(=O)c1nc2ccccc2n1Cc1ccccc1F,2%,3%,-4%,1%,6%,-1.1%,2%[46.1 µM],0%
O=C(NCc1cccnc1)c1ccc2c(c1)OCO2,-8%,-5%,1%,-6%,-7%,-1.1%,-13%[46.1 µM],-1%
O=C(O)/C=C/c1ccc(S(=O)(=O)N2CCCCCC2)cc1,-1%,4%,2%,-2%,-17%,-0.3%,-8%,0%
Cc1nc(-c2ccccn2)nc(SCC(=O)c2ccccc2)c1Cl,2%,4%[0.0958 µM],.,-1%,.,0.5%,-47%,-8%
COc1ccc(CCNC(=O)CN(C)S(=O)(=O)c2ccc3c(c2)CCC(=O)N3)cc1OC,7%,-5%,8%,-4%,-8%,-1.0%,-5%[46.1 µM],0%
COc1cc(NS(=O)(=O)c2ccc(OC)c(OC)c2)cc(OC)c1,3%,-5%,-9%,-7%,0%,-2.6%,-5%[46.1 µM],-5%
CC(C)n1c(C(=O)OCC(=O)NCc2ccc3c(c2)OCO3)cc2occc21,-16%,-12%,?,-6%,-7%,-0.7%,6%[46.1 µM],-5%
CCOc1cc(CNCc2ccccn2)ccc1OCC(=O)NC1CCCCC1,7%,-3%,-12%,6%,-1%,4.0%,16%[46.1 µM],10%
CC(=O)Nn1cc2c(=O)n(C)c(=O)n(C)c2c1,0%,2%,-3%,4%,1%,-5.7%,2%[46.1 µM],7%
CCN(CC)C(=O)c1cn(CCC#N)nc1-c1ccc(F)cc1,-2%,-12%,-3%,-1%,-10%,-0.1%,14%,2%
COc1c(C)cc(Br)cc1C(=O)NC(=S)Nc1ccc(Cl)c(C(=O)O)c1,7%,-23%,?,5%,?,-0.3%,-31%,-2%
N#CC1=C(C2CC2)CC(c2ccccc2)C(C#N)=C1N (configuration not stated),?,-17%,?,16%,9%,0.0%,-14%[46.1 µM],-3%
Cc1cc(=O)oc2cc(OCC(=O)OCC(=O)Nc3ccccc3Br)ccc12,6%,1%,.,26%,.,-0.3%,-6%[7.67 µM],8%
CSc1nsc(SCc2ccc(Cl)cc2)n1,1%,-13%,8%,-2%,4%,-1.1%,-15%[46.1 µM],-11%
COc1cc(/C(C)=N/NC(=O)Cc2c(C)[nH][nH]c2=O)ccc1O,?,-2%,-2%,-3%,-25%,-2.1%,20%,-2%
CC(=O)Nc1ccc(NC(=O)CSc2ccc(-c3ccc4c(c3)OCO4)nn2)cc1,7%,3%,?,-10%,7%,6.4%,-16%,4%
O=C(Nc1ccccc1)c1sccc1Oc1ccc([N+](=O)[O-])cc1F,-7%,?,?,3%,-7%,-0.2%,-55%,-2%
Cc1cccc(NC(=O)CCN2CCN(C/C=C/c3ccccc3)CC2)c1,-8%,-5%,3%,7%,-1%,-1.1%,-18%[46.1 µM],-4%
Cc1cc(Nc2ccccc2)nn1C(=O)c1ccc(Cl)cc1,-7%,?,2%,2%,-1%,0.7%,-10%[46.1 µM],-2%

# Records listed so far marked active in ALDH1A1 block:
compound | ALDH1A1 block | aGal spleen mod | NPSR antagonist
CN1CCN(c2oc(-c3ccco3)nc2S(=O)(=O)c2ccccc2)CC1 | 28µM* | 4% | 10%[7.67 µM]
C/C(N)=C(/C#N)C(=O)COC(=O)c1cc(C)n(-c2ccc(F)cc2)c1C | 13µM* | 6% | -13%[46.1 µM]

# Some of the compounds tested, so the mix of outcomes need not match the whole.
